GalR3 antag: GalR3 antagonists in HEK293 cells, primary screen, cell-based, fluorescence readout; HEK293 GalR3-CNG cAMP membrane potential fluorescence; galR3 body fused to GalR1 C-terminus; Galanin receptor type 3 (Homo sapiens), O60755; inhibition, % at 3 µM; 360,000 compounds, 0.44% hits; AID 651719, 2012;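 active = inhibition above the screen-wide average plus 3 SD, cut at about 13% in these data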;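 note: forskolin and galanin both at EC90 stimulate the cells; cAMP rise reported by CNG channel membrane potential dye signal; 0% = forskolin plus galanin with DMSO and 100% = forskolin alone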
Target sequence (O60755 1-299 limits assumed): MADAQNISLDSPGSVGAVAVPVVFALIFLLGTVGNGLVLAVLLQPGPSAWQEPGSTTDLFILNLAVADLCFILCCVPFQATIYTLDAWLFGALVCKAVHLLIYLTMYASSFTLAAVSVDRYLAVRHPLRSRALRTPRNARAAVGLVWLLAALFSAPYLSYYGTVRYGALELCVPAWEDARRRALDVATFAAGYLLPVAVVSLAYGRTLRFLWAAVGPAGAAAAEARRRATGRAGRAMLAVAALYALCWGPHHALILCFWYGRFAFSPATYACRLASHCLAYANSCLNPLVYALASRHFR
* marks the source's active call; other numbers are inactive results; & = joins results of further samples.

SMILES	GalR3 antag
CC(NNC(=S)N1CCCCCC1)c1ccc2ccccc2n1 (centres undefined)	-6
O=C(NCCc1cccs1)Nc1ccc2nc([C@@H]3O[C@H](CO)[C@@H](O)[C@H]3O)[nH]c2c1	1
COc1cccc(CN(C)C(=O)CC[C@H]2O[C@@H](n3ccc(=O)[nH]c3=O)[C@H](O)[C@@H]2O)c1	-1
CC(=O)Nc1ccc(CN2C(=O)C(Cc3ccccc3)ON=C2c2cccc(F)c2)cc1 (centres undefined)	-2
O=C(Nc1ccccc1)OC[C@@H]1CSCCS(=O)(=O)N1	-6
Nc1[nH]c(C(=O)c2ccccc2)c(-c2ccc(Br)cc2)c1C(=O)c1ccccc1	-3
CCc1nc2ccc(C(=O)NC3CCN(Cc4ccccc4)CC3)cn2c1N(C)Cc1cc2ccccc2s1	-6
CCc1nc2c(OCc3ccc(C(=O)N(C)C)cc3)cccn2c1N(C)C(=O)c1ccc(C)cc1	-3
COCc1[nH]nc2c1C(c1ccc(C)cc1)NC2=O (centres undefined)	-5
O=C(OCC(O)C1OC(c2ccccc2)OC(COC(=O)c2ccccc2)C1O)c1ccccc1 (centres undefined)	-1
Cc1cccc(-c2cnc(C(O)c3ccc(F)c(C)c3)[nH]2)c1 (centres undefined)	-7
CN(C)C(=O)c1ccc(Cc2cn(C)c3ccccc23)nc1	-4
C[C@H]1CN([C@@H](C)CO)C(=O)CCCn2nncc2CO[C@@H]1CN(C)C(=O)Nc1ccc(N2CCN(C)CC2)cc1	-5
OC(c1cc(F)cc(Cl)c1)c1ncc(-c2ccc(Cl)cc2)[nH]1 (centres undefined)	-6
COC(=O)c1ccc2nc(C3CCCCC3)c(CC(C)(C)C)n2c1	-6
CCOC(=O)[C@]12CCC=C1N(Cc1cccc3ccccc13)C(=O)[C@H](CC(=O)NCc1cccs1)C2	-3
OC[C@@H]1CN(C2CCCC2)C[C@H](n2cnc3c(N4CCCC4)ncnc32)O1	-6
COc1ccc(CNC(=O)/C=C/[C@H]2O[C@@H](n3cc(C)c(=O)[nH]c3=O)C[C@@H]2O)cc1	-4
CCCCc1c(-c2ccccc2OC)ncn1Cc1ccc([N+](=O)[O-])cc1	-3
COC(=O)C[C@@H]1CC[C@@H](NC(=O)Nc2cc(F)ccc2F)[C@@H](CO)O1	-4
O=C(CCN1C(=O)c2ccccc2C1=O)c1cnc[nH]1	-4
O=C(Nc1ccccc1)N1c2ccccc2SC1c1ccco1 (centres undefined)	-8
O=c1ccn2c(n1)OC1CC2OC1COC(c1ccccc1)(c1ccccc1)c1ccccc1 (centres undefined)	-9
CCOC(=O)C1(C)CCCCCN1C(=O)c1ccccc1F (centres undefined)	-2
C[C@@H]1CN([C@H](C)CO)C(=O)CCCn2nncc2CO[C@@H]1CN(C)C(=O)Nc1ccccc1	-5

7 entries drawn at random from the list so far:
SMILES	GalR3 antag
Cc1cccc(-c2cnc(C(O)c3ccc(F)c(C)c3)[nH]2)c1 (centres undefined)	-7
COCc1[nH]nc2c1C(c1ccc(C)cc1)NC2=O (centres undefined)	-5
C[C@@H]1CN([C@H](C)CO)C(=O)CCCn2nncc2CO[C@@H]1CN(C)C(=O)Nc1ccccc1	-5
COC(=O)C[C@@H]1CC[C@@H](NC(=O)Nc2cc(F)ccc2F)[C@@H](CO)O1	-4
CCOC(=O)[C@]12CCC=C1N(Cc1cccc3ccccc13)C(=O)[C@H](CC(=O)NCc1cccs1)C2	-3
O=C(NCCc1cccs1)Nc1ccc2nc([C@@H]3O[C@H](CO)[C@@H](O)[C@H]3O)[nH]c2c1	1
CCc1nc2c(OCc3ccc(C(=O)N(C)C)cc3)cccn2c1N(C)C(=O)c1ccc(C)cc1	-3

The list goes on.
SMILES	GalR3 antag
COc1ccc(S(=O)(=O)NC(=O)C2(C)CCN2C(=O)c2cccc(F)c2)cc1 (centres undefined)	-3
Cc1ccc(C(O)c2ncc(-c3ccccc3F)[nH]2)cc1F (centres undefined)	-8
C=C(C)[C@@H]1C2=CC(C(=O)OC)=C(C[C@H](C(=C)C)[C@H]3O[C@H]3C3=C[C@H]1OC3=O)O2	-2
COc1ccc(S(=O)(=O)N2C[C@@H](O)COC[C@@H]3O[C@H](CC(=O)NCCCN4CCOCC4)CC[C@H]32)cc1	-1
CCOC(=O)C1=C[C@@H](C(C)(C)C)N(S(=O)(=O)c2ccc(C)cc2)[C@H]1c1cccc(Cl)c1	-3
CCOC(=O)[C@]12CCC=C1N(Cc1ccc(Cl)cc1Cl)C(=O)[C@H](CC(=O)N1CCSCC1)C2	-1
CCCCCCN1CCN(C2CN(Cc3cn(Cc4ccc(C(F)(F)F)cc4)nn3)S(=O)(=O)C2)CC1 (centres undefined)	-8
CCOC(=O)C1=CCN(S(=O)(=O)c2ccccc2F)C1c1ccc(Cl)cc1 (centres undefined)	-7
COc1ccc(Cc2c(C(C)(C)C)nc3ccc(Cl)cn23)c(C)c1	1
CCOC(=O)C1=C[C@@H](CC)N(S(=O)(=O)c2ccc(C)cc2)[C@H]1c1ccccc1	-7
C[C@H]1[C@H](c2ccccc2)Oc2cccc(N3CCCC3)c2S(=O)(=O)N1Cc1cccc(F)c1	-5
O=C(Nc1ccc(F)cc1)Nc1nnc([C@@H]2C[C@H](O)[C@@H](CO)O2)s1	-7
O=C(NCc1ccccc1Cl)c1csc([C@@H]2O[C@H](CO)[C@H](O)[C@H](O)[C@H]2O)n1	-3
CCOC(=O)C1(C)CCCN1C(=O)c1ccccc1F (centres undefined)	-6
CC(C)C[C@H]1COc2cccc(F)c2S(=O)(=O)N1	-5&-6
Cc1cnc(C)c(Nc2nc(C(N)Cc3ccc(C(F)(F)F)cc3)cs2)n1 (centres undefined)	-2
Cc1ccc2nc(-c3ccco3)c(CC(C)(C)C)n2c1	-3
c1cc(-c2ccsc2)n2ccnc2c1	-6
CC(C)N1CCC(C)(C(=O)Nc2cccc3c2CCCC3)C1 (centres undefined)	2
C#CCn1c2ccccc2c(=O)n1C(C)C	-5
CC(C)c1ccc(NC(=O)C2(C)Cc3c(-c4cccc(C(N)=O)c4)ccnc3O2)cc1 (centres undefined)	-5
CC(=O)N1C(=O)C2(NCC(C)N2)c2ccccc21 (centres undefined)	-5
CCc1ccc2cc(F)cc(F)c2n1	-9
NC(=NCc1ccccc1)NN=Cc1ccnc2ccccc12	-6
COCc1[nH]nc2c1C(c1ccc(F)cc1)N(c1ccc(OC)cc1)C2=O (centres undefined)	2

Some values from the list:
For GalR3 antag, CCc1ccc2cc(F)cc(F)c2n1 reads -9
For GalR3 antag, NC(=NCc1ccccc1)NN=Cc1ccnc2ccccc12 reads -6

Next section.
SMILES	GalR3 antag
CC1CCN(C(=O)c2ncn3c2C(=O)N[C@@H](C)C3)CC1	-4
COc1cccc(Nc2nc(C(N)C3CCCCC3)cs2)n1 (centres undefined)	0
Cc1cc2c(c(=O)o1)[C@@]1(C(=O)N(C)c3cccc(Br)c31)C1=C(CCCC1=O)O2	1
O=C1NC[C@@H](CCCCN2C[C@H](Cc3ccccc3)N(CC3CCCCC3)C(=O)C2=O)N(CCc2ccccc2)C1=O	-9
COc1ccc(-c2nc3ccc(C)cn3c2Cc2ccc(C)cc2)cc1OC	1
CN(C)CCNc1nc(Oc2cccc(F)c2)c2sccc2n1	-11
Cc1nc(NC(=O)C(C)(C)C)sc1C(=O)Cn1cc(CCc2ccccc2)nn1	-5
COc1cccc(C2NC(=S)N(Cc3ccccc3)C(C)=C2C(C)=O)c1 (centres undefined)	-8
COc1ccc(OC)c(S(=O)(=O)NC(=O)C2(C)CCN2C(=O)Cc2ccccc2)c1 (centres undefined)	-7
C=CCCC1CN(Cc2ccc(OC)cc2)S(=O)(=O)c2c(Oc3ccc(C(C)C)cc3)cccc2O1 (centres undefined)	11&-6
Cc1cc(C(=O)N2CCC2(C)C(=O)Nc2cccc3ccccc23)nn1C (centres undefined)	-4
COc1ccc(S(=O)(=O)NC(=O)C2(C)CCN2C(=O)CCc2ccc(Cl)cc2Cl)cc1 (centres undefined)	-7
CCCNC(=O)c1cc(C2CCCCN2C(=O)c2ccc(C#N)cc2)on1 (centres undefined)	-5
COc1ccccc1Cc1c(C(C)(C)C)nc2c(C)cc(Br)cn12	-6
CCOC(=O)C1(C)CCN1C(=O)c1oc2ccccc2c1C (centres undefined)	-4
CCOC1=C2[C@@H](CN(S(=O)(=O)c3ccc(C)cc3)[C@H]2c2cccc3ccccc23)[C@H]2C(=O)N(C)C(=O)[C@H]2C1	-7
CC(=O)Nc1cc(-c2ccc(C(=O)NC3CC3)cc2)cn2c(-c3cccc(C(C)=O)c3)cnc12	-1
COc1ccc(C2CC(=O)C(c3ccc(C#N)cc3)=CN2Cc2ccccc2)cc1 (centres undefined)	-10
COc1cccc(C(=O)N[C@H](C(=O)N2CCC[C@H]2C(=O)NCCc2ccccc2Cl)c2ccccc2)c1	-5
C[C@H]1CN([C@@H](C)CO)C(=O)CCCn2nncc2CO[C@@H]1CN(C)C(=O)Nc1ccccc1F	-5
CN(C)Cc1ncccc1Oc1nc2cc(-c3cccc(Cl)c3)sc2c(=O)n1C	-3
COc1ccccc1CNC(=O)Nc1nnc([C@H]2C[C@H](O)[C@@H](CO)O2)s1	-4
CCCCOCCCNC(=O)C[C@@H]1C[C@@]2(C(=O)OCC)CCC=C2N(Cc2cccc3ccccc23)C1=O	-7
Cc1nc2c(OCc3ccc(C#N)cc3)cccn2c1N(C)Cc1cccs1	-9
CC1(C(=O)Nc2cccc3ccccc23)CCN1C(=O)Cc1ccccc1Cl (centres undefined)	-5
Other records
SMILES	GalR3 antag
COC(=O)C1=C(C)N(Cc2ccc(C(F)(F)F)cc2)C(=NCc2ccc(C(F)(F)F)cc2)NC1c1ccccc1C(F)(F)F (centres undefined)	-1
COc1ccc(-c2cc(NC=O)c3ncc(-c4cccc(C(C)=O)c4)n3c2)cc1	2
c1ccc(C[C@H]2CN=C(Nc3ccccc3)N2CC2CCCC2)cc1	-4
COC(=O)[C@]12CCCCC=C1N(Cc1ccc(Cl)cc1Cl)C(=O)[C@H](CC(=O)N1CCN(C(=O)C3CC3)CC1)C2	-6
CCOc1ccc(CCN2C(=S)N([C@@H](Cc3ccc(O)cc3)CN3CCC[C@@H]3CN3C(=S)NC[C@@H]3Cc3ccc(O)cc3)C[C@@H]2Cc2ccc(O)cc2)cc1	-5
Brc1ccc2nc(-c3ccccc3)c(Cc3ccccc3)n2c1	-6
COc1ccc(CCNC(=O)Nc2ccc3c(c2)c(=O)n(C)n3Cc2ccc(Cl)cc2)cc1OC	-5
COC(=O)C1(C(=O)OC)c2cc3c(cc2CN(S(=O)(=O)c2ccc(C)cc2)C1CC(C)=O)OCO3 (centres undefined)	-4
COc1ccc(CCCNC(=O)C2Cc3c(-c4ccccc4)ccnc3O2)cc1 (centres undefined)	-5
C[C@H](CO)N1C[C@H](C)[C@@H](CN(C)S(=O)(=O)c2ccc(F)cc2)Oc2ncc(Br)cc2C1=O	1
CCCc1nc2ccc(Cl)cn2c1Cc1ccccc1	-2
CCOC(=O)[C@]12CCCC=C1N(Cc1ccc3c(c1)OCO3)C(=O)[C@H](CC(=O)NCc1ccc(C)o1)C2	-6
CC(O)(c1ccccc1)c1nc(-c2cccc(C#N)c2)cs1 (centres undefined)	-7
COc1cccc(C(=O)c2ccccc2C(=O)O)c1	-1
CCCCOc1ccc(S(=O)(=O)NC(=O)C2(C)CCN2C(=O)c2cccc(F)c2)cc1 (centres undefined)	-1
Cc1cccc(C)c1-n1nnnc1C1c2ccccc2C(=O)N1CCCN1CCOCC1 (centres undefined)	-5
Cc1cccc(C)c1NC(=O)Nc1nc(CN(C)C)cs1	-4
CC(=O)Nc1cccc(-c2csc(C(NC(C)=O)c3ccc(F)c(F)c3)n2)c1 (centres undefined)	-4
C[C@H]1[C@H](c2ccccc2)Oc2cc(Br)ccc2S(=O)(=O)N1Cc1cccc(F)c1	-2
CC(C)(C)c1ccc(S(=O)(=O)NC(=O)C2(C)CCN2C(=O)C2CC2)cc1 (centres undefined)	-2
COc1ccccc1-c1cnc(C(O)c2ccc(F)cc2C)[nH]1 (centres undefined)	-8
CC(=O)Nc1cncc(-c2cccc(S(C)(=O)=O)c2)n1	-6
CC1(C)CC(=O)C=C(c2ccc(COC(=O)c3ccc(Br)cc3)cc2)C1=O	1
COc1ccc(NC(=O)c2cc(-c3cc(Cl)ccc3OC)n[nH]2)cc1OC	-9
O=C(N[C@@H](Cc1cccnc1)C(=O)N1CCC[C@H]1C(=O)NC1CCCC1)c1ccc(Cl)c(Cl)c1	-4
Further entries follow.
SMILES	GalR3 antag
CC(C)NC(=O)N(C)C[C@H]1OCCCC[C@@H](C)Oc2ccc(N(C)C)cc2C(=O)N([C@H](C)CO)C[C@@H]1C	0
CCCCN(C)c1c(C)nc2ccc(C(=O)N(C)Cc3ccco3)cn12	-7
COc1cc(-c2cc3nc(NCCOc4ccccc4)ccn3n2)cc(OC)c1OC	-7
CC1(C(=O)NCc2ccco2)Cc2c(-c3cccc(C(N)=O)c3)ccnc2O1 (centres undefined)	-3
Cc1cc(Br)cn2c(Cc3ccccc3C(F)(F)F)c(-c3ccc(C#N)cc3)nc12	0
OC(c1ccccc1)c1nc(-c2cncnc2)cs1 (centres undefined)	-7
Cc1cc(C)cc(CC(=O)N2CCC2(C)C(=O)NS(=O)(=O)c2ccc(Br)cc2)c1 (centres undefined)	4
COc1ccc(Cn2cc(CN3CC(N4CCCC4)CS3(=O)=O)nn2)cc1 (centres undefined)	-4
CC(C)(C)OC(=O)N1CCC[C@@H]1C(=O)N1CCC[C@H]1C(=O)NCc1ccccc1	4
OC[C@@H]1CN(CCNc2ccccc2)C[C@H](n2cnc3c(NCc4ccncc4)ncnc32)O1	-6
Cc1cc2c(nc1C)CCCN2S(=O)(=O)c1ccc(F)cc1	-7
COc1ccc(C(C)(O)c2nc(-c3ccccc3C)cs2)cc1 (centres undefined)	-8

Bioassay records from PubChem BioAssay.

These rows are one share of the data. The share of hits here may be higher or lower than overall.
